Assay outcomes: PubChem BioAssay, National Center for Advancing Translational Sciences (NCATS)
Tb PYK inh – qHTS of Trypanosoma Brucei Inhibitors. actives 0.12% (n = 410,000). AID 624173, 2012. Potency, µM (top dose mostly 76.8 µM), inactives show at the highest dose activity, negative = inhibition, usual class: inhibitors. TbPYK enzyme, Kinase-Glo Plus ATP luminescence, 45 min; also: potency is read from the fitted curve at half-maximal effect; nearly all actives have a fitted effect of over 50% in size
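Enzyme and substrate buffer are dispensed first and compound is pin-transferred. ADP at 130 uM final then starts the reaction, which runs 45 min at room temperature. Detection reagent is added for 10 min before luminescence is imaged.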
AmpC inh no detg – qHTS Inhibitors of AmpC Beta-Lactamase (assay without detergent) | P00811 | AmpC nitrocefin hydrolysis, absorbance 480 nm, 0.0001% Triton | Potency, µM (highest dose often 57.1 µM), without a hit: at the top dose activity change, negative = inhibition, usual class: inhibitors | actives 0.52% (n = 330,000);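 also: potency is read from the fitted curve at half-maximal effect; plate controls were no compound for no effect and no enzyme for full effect; nearly all actives have a fitted effect of over 20% in size; some results filed as inactive show a strong effect at the top dose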
Target sequence (P00811 whole entry, looked up): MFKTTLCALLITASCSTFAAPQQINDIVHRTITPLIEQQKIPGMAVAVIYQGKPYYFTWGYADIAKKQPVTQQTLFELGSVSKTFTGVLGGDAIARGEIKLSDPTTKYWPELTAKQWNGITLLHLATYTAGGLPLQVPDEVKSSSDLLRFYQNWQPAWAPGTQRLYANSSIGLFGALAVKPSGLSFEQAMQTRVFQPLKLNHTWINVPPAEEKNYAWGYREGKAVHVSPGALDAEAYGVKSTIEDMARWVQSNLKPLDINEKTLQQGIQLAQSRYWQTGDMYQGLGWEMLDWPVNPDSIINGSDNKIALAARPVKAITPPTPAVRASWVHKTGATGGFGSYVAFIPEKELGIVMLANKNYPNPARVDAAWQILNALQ
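AmpC (5.3 nM in the dispensed reagent) in 20 mM phosphate pH 7.0 with 0.01% (detergent screen) or 0.0001% Triton X-100 was preincubated with compounds for 15 min at room temperature. Nitrocefin was then added from an 800 uM solution, and hydrolysis was followed at 480 nm.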
AmpC inh detg – qHTS Inhibitors of AmpC Beta-Lactamase (assay with detergent) | P00811 | AmpC hydrolysis of nitrocefin, absorbance 480 nm, 0.01% Triton | Potency, µM (doses to about 114 µM), without a hit: at the top dose activity change, negative = inhibition, actives largely listed as inhibitors | actives 0.041% (n = 370,000) | AID 485294, 2010;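 also: potency is read from the fitted curve at half-maximal effect; 0% = no-compound wells and -100% = no-enzyme wells; nearly all actives have a fitted effect of over 25% in size; some results filed as inactive show a strong effect at the top dose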
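20 mM phosphate pH 7.0 + 0.01% (detergent screen) or 0.0001% Triton X-100; 5.3 nM AmpC reagent; cpd preinc 15 min RT; nitrocefin (800 uM stock) to start; A480 q20 s × 4 min; Activity was normalised to no-enzyme and no-compound control wells.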
AMA1-RON2 inh – qHTS for Inhibitors of AMA1-RON; Towards Development of Antimalarial Drug Lead: Primary Screen | Plasmodium falciparum AMA1 (3D7) - RON2 peptide interaction | AlphaScreen AMA1-biotinylated RON2 peptide binding | Potency, µM (top dose mostly 58.2 µM), for inactives: at the top dose activity change, negative = inhibition, actives largely listed as inhibitors | actives 0.2% (n = 360,000) | AID 720542, 2013;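 also: potency is read from the fitted curve at half-maximal effect; 0% = vehicle wells and -100% = peptide control; nearly all actives have a fitted effect of over 45% in size; some results filed as inactive show a strong effect at the top dose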
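AMA1 (3D7) with his tag at 25 nM final met compounds first, then biotinylated RON2 peptide at 25 nM; detection used donor plus acceptor beads, 10 µg/mL apiece, read by AlphaScreen after 30 min at room temperature.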
Sm TGR inh – qHTS Assay for the Inhibitors of Schistosoma Mansoni Peroxiredoxins; purified TGR, DTNB reduction, TNB absorbance 405 nm; AID 485364, 2010; Potency, µM (series often up to 114 µM), inactives show top-dose activity change, negative = inhibition, hits mostly inhibitors; actives 3% (n = 360,000); also: potency is read from the fitted curve at half-maximal effect; nearly all actives have a fitted effect of over 60% in size
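Kinetic colorimetric format: TGR-catalysed, NADPH-driven DTNB reduction monitored via TNB absorbance. Enzyme dispensed at 20 nM; compound exposure 15 min at room temperature before reaction start.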
HCMV antiviral – qHTS Assay for inhibitors of the human cytomegalovirus (HCMV); HFF cells, HCMV-luciferase reporter, 72 h; stronger effect = lower value; activity change, negative = inhibition, % at 57.5 µM; actives 4.5% (n = 410,000); AID 1259415, 2018; in the data active = activity change below about -60%; inconclusive = no clear call, values can overlap the other calls; inactive = above about -39%
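Human foreskin fibroblasts infected with luciferase-reporter HCMV at MOI 1 PFU/cell, compounds at two doses. Luciferase measured 72 h post infection; normalized to buffer-only basal and Salinomycin (10uM) controls.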
LmPK inh – qHTS Assay for Inhibitors of Leishmania Mexicana Pyruvate Kinase (LmPK); Q27686; purified LmPK, Kinase-Glo ATP luminescence, 1 h; Potency, µM (series often up to 57.5 µM), without a hit: at the top dose activity change, negative = inhibition, usual class: inhibitors; actives 0.37% (n = 290,000); AID 1721, 2009; also: potency is read from the fitted curve at half-maximal effect
Target sequence (Q27686 whole entry, looked up): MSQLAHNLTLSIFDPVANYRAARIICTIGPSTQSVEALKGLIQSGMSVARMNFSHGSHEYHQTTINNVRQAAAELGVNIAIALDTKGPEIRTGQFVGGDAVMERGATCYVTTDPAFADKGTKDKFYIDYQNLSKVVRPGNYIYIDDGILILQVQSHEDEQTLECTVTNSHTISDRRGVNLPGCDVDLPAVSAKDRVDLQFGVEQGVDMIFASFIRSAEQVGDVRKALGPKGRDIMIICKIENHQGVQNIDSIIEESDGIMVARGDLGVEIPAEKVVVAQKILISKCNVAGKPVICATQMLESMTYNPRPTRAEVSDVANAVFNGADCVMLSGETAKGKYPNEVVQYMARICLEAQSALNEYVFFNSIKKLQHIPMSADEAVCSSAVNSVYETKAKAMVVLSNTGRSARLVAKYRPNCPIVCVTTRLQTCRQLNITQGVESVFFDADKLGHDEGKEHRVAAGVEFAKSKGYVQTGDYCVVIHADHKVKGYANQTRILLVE
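Screened at intermediate enzyme activity to detect both inhibitors and activators: LmPK at 0.1 nM, with a 0.5 nM enzyme column as activation reference. PEP 0.5 mM, ADP 0.1 mM; ATP detected by luminescence after 1 h.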
Starred values were filed as active, the others as inactive; u = inconclusive; x = not tested or not shown; & = joins results of further samples; [ ] = another dose, or the depositor's remark. Unless noted, calls follow the shape of the dose curve; as a rule, active = well fitted curve in the direction sought with a large enough effect; inconclusive = small, poorly fitted or top-dose-only effect, or another doubt; inactive = no such curve, though single readings can be large; an effect the other way counts as inactive or inconclusive. Unless noted, % is scaled to controls: 0 for no effect and ±100 for the full control effect.

1	Cc1sc(NC(=O)C2C3CCC(O3)C2C(=O)O)nc1-c1ccc(CC(C)C)cc1 (stereo not given)
2	Cc1ccc(N/C(C(Cl)=C(Cl)Cl)=C(/Cl)[N+](=O)[O-])c(C)c1
3	Cc1cc(C)cc(-n2ccn3cnnc3c2=O)c1
4	COc1ccc(Nc2c3c(nc4nncn24)CCC3)cc1Cl
5	COc1ccc(C(=O)NCC(=O)N=Nc2c(O)n(Cc3ccccc3)c3ccccc23)cc1OC
6	Cc1ccc(O)c(N=NC2=C(O)CC(C)(C)CC2=O)c1
7	CN(C)c1ccc(N=Nc2nc3ccccc3n2C)cc1
8	COc1ccc(Nc2nc3ccccc3nc2NS(=O)(=O)c2ccc(NC(C)=O)cc2)cc1
entry no.	1	2	3	4	5	6	7	8
Tb PYK inh	5%	4%	3%	-2%	-8%	9%	14µM*	-2%
AmpC inh no detg	-48%	-34%	x	x	70%[activator]	-16%	-12%	-25%
AmpC inh detg	-4%	-17%	0%	19%	-11%	0%	-5%	3%
AMA1-RON2 inh	-16%	u	x	x	u	-25%	4µM*	5%
Sm TGR inh	-10%	7.9µM*	1%	-16%	0%	-19%	-16%	0%
HCMV antiviral	-18	-19	1	-23	u	-101*	u	-5
LmPK inh	-2%	1%	x	x	2%	-9%	4µM*	1%

3 compounds from above, reduced to Sm TGR inh and AMA1-RON2 inh.
entry	structure	Sm TGR inh	AMA1-RON2 inh
5	COc1ccc(C(=O)NCC(=O)N=Nc2c(O)n(Cc3ccccc3)c3ccccc23)cc1OC	0%	u
6	Cc1ccc(O)c(N=NC2=C(O)CC(C)(C)CC2=O)c1	-19%	-25%
7	CN(C)c1ccc(N=Nc2nc3ccccc3n2C)cc1	-16%	4µM*

Remaining list, next part:
9	Cc1nc2cnccc2n1C
10	O=c1[nH]c(SCc2cccc(Cl)c2)nc2c1CCCC2
11	O=c1[nH]c(C2CCCN(S(=O)(=O)c3ccccc3F)C2)nc2c1nnn2Cc1ccccc1Cl (stereo not given)
12	CCOC(=O)Nc1oc2ccccc2c(=O)c1CN1CCOCC1
13	Cc1ccc2nc(Cl)c3nnnn3c2c1
14	COc1ccc(NC2=C(C(C)=O)C(c3ccc(OC)c(OC)c3)C(C(C)=O)C(C)(O)C2)cc1 (stereo not given)
15	Cn1c(=O)c2[nH]c(CN3CCN(Cc4ccccc4)CC3)nc2n(C)c1=O
16	CCOc1cc(CNC(=O)C2CCN(c3nc4ccccc4[nH]3)CC2)cc(OCC)c1OCC
entry no.	9	10	11	12	13	14	15	16
Tb PYK inh	6%	u	5%	-9%	0%	0%	14%	-9%[15.4 µM]
AmpC inh no detg	-9%	-23%	-16%	9%	-16%	42%	-17%	x
AmpC inh detg	-2%	1%	5%	-1%	-10%	-2%	u	-5%
AMA1-RON2 inh	-6%	19%	8%	-6%	6%	-18%	19%	x
Sm TGR inh	1%	2%	2%	-14%	1.4µM*	-16%	-2%	-10%
HCMV antiviral	-15	-9	-6	-7	x	15	4	0
LmPK inh	-3%	8%	2%	4%	-4%	0%	1%	x

17	O=C(COc1cccnc1[N+](=O)[O-])N1CCC(Cc2ccccc2)CC1
18	CCNC(=O)C1CCCc2c1[nH]c1ccc(Cl)cc21 (stereo not given)
19	O=C(c1ccc2[nH]c(=O)c(=O)[nH]c2c1)N1CCN(Cc2ccccc2)CC1
20	Cc1cccc(S(=O)(=O)NC(=O)C2(C)CCN2C(=O)c2ccc(C3CCCCC3)cc2)c1 (stereo not given)
21	Cc1ccc(C)c(S(=O)(=O)N2CCN(C(C(=O)Nc3ccc(F)cc3)c3ccccc3)CC2)c1 (stereo not given)
22	O=C1c2cccnc2C(=O)N1c1ccccc1-c1ccccc1
23	COc1ccc(OCC(=O)N/N=C2/C=C(C)CC2)cc1
24	NCCCCCNC(=O)c1[nH]cnc1C(=O)N[C@@H](Cc1ccccc1)C(=O)OCc1ccccc1
entry no.	17	18	19	20	21	22	23	24
Tb PYK inh	-7%	4%	-5%	-4%	0%	-5%	5%	0%
AmpC inh no detg	36%	1%	-20%	x	-25%	-2%	-19%	63%[activator]
AmpC inh detg	x	-11%	-16%	x	u	-10%	1%	x
AMA1-RON2 inh	-7%	-2%	-16%	-1%	0%	28%	73%[activator]	52%[activator]
Sm TGR inh	x	-13%	0%	x	-17%	2%	-2%	x
HCMV antiviral	-76*	x	u	2	u	-3	-1	18
LmPK inh	x	0%	-3%	x	7%	3%	0%	x

25	Cn1c(SCc2ccccc2)nccc1=O
26	Cc1cccc(/C=N/NC(=O)CC(=O)NCCc2ccccc2)c1
27	CCN(CC)C(=O)c1sc2c(c1C)c(=O)n(-c1ccc(C)c(C)c1)c(=O)n2CC(=O)Nc1ccc(F)cc1
28	C(=NNC1=NCCN1)c1ccnc2ccccc12
29	Cc1ccc(CN2CCNC(=O)C2CC(=O)NCc2cc(C)n(C)n2)cc1 (stereo not given)
30	CC(=O)c1c(C)[nH]c(C(=O)COC(=O)c2nccnc2N)c1C
31	CCOc1ccc(-c2cccc(NS(=O)(=O)c3ccc([N+](=O)[O-])cc3)c2)nn1
32	CS(=O)(=O)N(CC(=O)NCc1cccnc1)C1CCCCC1
entry no.	25	26	27	28	29	30	31	32
Tb PYK inh	-6%	0%	-2%	0%	-7%	2%	-8%	-8%
AmpC inh no detg	x	x	x	x	63%[activator]	-14%	-33%	-8%
AmpC inh detg	x	x	-4%	x	6%	1%	-10%	-7%
AMA1-RON2 inh	-24%	9%	x	-6%	6%	-6%	-8%	7%
Sm TGR inh	x	x	-15%	x	u	-2%	2%	3%
HCMV antiviral	u	-12	13	3	26	-14	-12	-33
LmPK inh	x	x	x	x	-4%	x	x	-2%

33	O=C(O)CC1(CC(=O)Nc2ccc(Oc3cccc(C(F)(F)F)c3)nc2)CCCC1
34	COc1ccc(NC(=O)c2ccco2)cc1NC(=O)c1c(OC)cccc1OC
35	COc1ccc(NC(=O)Cc2csc(NC(=O)Nc3ccccc3OC)n2)cc1
36	O=C(NCCNc1ccc2ccccc2c1)c1cccn2c(=O)c3sccc3nc12
37	CCc1nnc(NC(=O)c2cc(S(=O)(=O)N(CC)CC)ccc2Cl)s1
38	Cc1cccc(NC(=S)Nc2cccc3ccccc23)c1
39	Cc1ccc(NC(=O)CSc2nc(=O)n(CCN3CCOCC3)c3c2CCCC3)cc1
40	N#Cc1c(-c2cccnc2)c2c([nH]c1=S)CCCC2
entry no.	33	34	35	36	37	38	39	40
Tb PYK inh	5%	-3%&0%	3%	x	-4%	-6%	2%	u
AmpC inh no detg	-19%	-21%	x	-23%	-26%	-8%	22%	-22%
AmpC inh detg	-1%	-2%&4%	x	u	-3%	-9%	2%	-9%
AMA1-RON2 inh	-9%	7%	0%	x	7%	53%[activator]	-5%	12%
Sm TGR inh	-3%	3%&-3%	x	-1%	-13%	0%	1%	0%
HCMV antiviral	49	x	-22	x	33	-37	-17	-33
LmPK inh	5%	-2%	x	-3%	2%	6%	x	22%

41	C=CCN1C(=O)NC(=O)C(CCc2ccncc2)(CCc2ccncc2)C1=O
42	CS(=O)(=O)c1ccc(-n2c(=O)n(Cc3ccccc3)c(=O)c3[nH]cnc32)cc1
43	CCC(C)NC(=O)CCCN1C(=O)CCn2nc(-c3cccn3C)cc21 (stereo not given)
44	COC(=O)c1cc(OC)c(OC)cc1NC(=O)CC1CCCCC1
45	Cc1cccc(NS(=O)(=O)c2cccs2)c1
46	O=c1[nH][nH]c(-c2ccccc2)c1C=Nc1ccccc1Cl
47	COc1cc(/C=N\NC(=O)c2ccc(-c3ccccc3)cc2)cc(Br)c1O
48	CC(=O)c1ccc(S(=O)(=O)NCCC(=O)OCC(=O)N(Cc2ccccc2)C(C)(C)C)cc1
entry no.	41	42	43	44	45	46	47	48
Tb PYK inh	3%	1%	-2%	5%	1%	-2%	-18%	-2%
AmpC inh no detg	0%	-11%	x	98%[activator]	-20%	-10%	-34%	18%
AmpC inh detg	-5%	3%	9%	3%	-8%	-13%	-6%	-1%
AMA1-RON2 inh	-2%	-6%	x	0%	-1%	40%[activator]	-16%	-4%
Sm TGR inh	0%	-5%	3%	-1%	-1%	10%	-28%	-21%
HCMV antiviral	-3	-10	9	-5	-29	17	-68*	-19
LmPK inh	4%	1%	x	8%	-1%	4%	-10%	x

49	CCOC(=O)c1cccc(NC(=O)c2ccc(NC(=O)C3CCCO3)cc2)c1 (stereo not given)
50	CCOc1ccccc1C1C(C#N)=C(N)Oc2cc(C)n(Cc3ccccn3)c(=O)c21 (stereo not given)
51	N#Cc1cccc(NS(=O)(=O)c2ccccc2Cl)c1
52	CC1CC(Nc2ccccc2N)=CC(=O)O1 (stereo not given)
53	CCN(CC)CCn1c2c(c(SCC(=O)Nc3ccc(F)c(F)c3)nc1=O)CCC2
54	CCc1ccc(C)c(OC(=O)c2cncc(Br)c2)c1
55	Cc1ccc(NS(=O)(=O)c2ccccc2[N+](=O)[O-])cc1S(=O)(=O)N1CCCCC1
56	COC(=O)c1ccc(N2C(=O)CC(Sc3n[nH]c(C)n3)C2=O)cc1 (stereo not given)
57	NC(=O)CC1C(=O)N(c2ccc(Cl)cc2)C(=S)N1NC(=O)c1cccc(F)c1 (stereo not given)
entry no.	49	50	51	52	53	54	55	56	57
Tb PYK inh	-1%	-20%	1%	-6%	-7%	2%	-2%	u	-3%
AmpC inh no detg	-2%	-8%	-54%	-13%	-11%	-18%	-42%	-6%	-5%
AmpC inh detg	-15%	u	-19%	0%	0%	-20%	x	-9%	-10%
AMA1-RON2 inh	-4%	68%[activator]	0%	7%	-4%	12%	-6%	0%	106%[activator]
Sm TGR inh	-10%	35µM*	-7%	0%	-4%	2%	x	1.4µM*	0%
HCMV antiviral	25	12	-21	12	-20	16	-15	46	x
LmPK inh	-1%	-1%	x	4%	x	0%	x	1%	-3%
